Screens deposited in PubChem by several laboratories.
MRP-1 activ = activates MRP-1. H69AR cells + doxorubicin, viability rescue, CellTiter-Glo. viability increase, % at 10 µM. 140,000 tested, 0.61% active. AID 799;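 active = viability gain under doxorubicin at or above a set limit, the compound median plus 3 SD, cut at about 4.7% in these data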;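 also: MRP-1 overexpressing cells given doxorubicin 25 µM after compound pretreatment; 18-22 h compound pretreatment then 72 h with doxorubicin before readout; 0% = doxorubicin-only wells and 100% = vehicle-treated cells without doxorubicin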
bCat KO growth = beta-catenin-lacking colon tumor cell growth suppression; HCT116 beta-catenin knockout viability, CellTiter-Glo, 60 h; hits give low values; viability, % at 10 µM; 140,000 tested, 1.5% active; AID 818;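 active = viability at or under a set limit, the compound median less 4 SD, cut at about 6% in these data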;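 also: 0% = Hyamine 1622 control at 20 µM and 100% = untreated cell control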
Yeast growth inh = reduces growth of yeast BB579 in restrictive medium; S. cerevisiae BB579 growth, OD615, 48 h; inhibition, % at 10 µM; 140,000 tested, 0.51% active; AID 804;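 active = inhibition above a set limit, 3 SD over the mean compound inhibition, cut at about 44% in these data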; also: inactives centre near -24
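System: Saccharomyces cerevisiae DeaD strain BB579, replicative lifespan model yeast | Buffer or medium: Restrictive glucose-based CSMM-D medium | Times: 4 h preincubation and 48 h exposure at 30 °C | Detection: OD615 turbidity measurement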
Measles CPE = protection of cells from measles virus. Measles virus-infected cells, CPE protection, absorbance. protection (pct of control), % at 4 µM. 140,000 tested, 1.5% active; in the data active = protection mostly above about 24%, no sharp cut-off; inactive = mostly below about 26%; also: some compounds called inactive have numbers as strong as hits
Phagocyt inh = macrophage phagocytosis inhibition; 110,000 tested, 0.07% active; inhibition, % at 5 µM; J774A.1 macrophage IgG-bead phagocytosis, imaging;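 active = inhibition above the mean of the plate negative controls plus 5 SD, cut at about 13% in these data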;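 also: phagocytic index as fraction of beads internalized from green versus red external bead signal; plate controls were DMSO negative control for no effect and cytochalasin-D positive control for full effect; some results beyond the cut were filed as inactive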
Yeast lifespan up = yeast lifespan extension. 130,000 tested, 0.68% active. S. cerevisiae growth with nicotinamide, OD615; deaD strain in restrictive glucose medium. inhibition of the nicotinamide effect, % at 10 µM;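 active = inhibition above a set limit, placed 3 SD over the median of all compounds, cut at about 26% in these data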;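 also: 0% = nicotinamide-treated wells and 100% = cells grown without nicotinamide; some compounds called inactive have numbers as strong as hits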
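Assay system: DeaD-strain S. cerevisiae. Medium: CSMM-D glucose medium, restrictive. Reagent: nicotinamide, 1.5 mM, co-present with compound. Compound: 10 µM single point, 0.25% DMSO. Schedule: culture preincubation 4 h, compound exposure 48 h, both 30 °C. Detection: absorbance at 615 nm.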
GALR2 blocker = GALR2 (human) receptor antagonism. GALR2-expressing cells, antagonist mode. inhibition, % at 4 µM. 140,000 tested, 0.39% active; in the data active = inhibition above about 27%;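 also: cells stimulated with galanin 1-16 at roughly its EC80; 0% = agonist challenge control and 100% = basal control without agonist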
Target sequence (O43603 whole entry, looked up): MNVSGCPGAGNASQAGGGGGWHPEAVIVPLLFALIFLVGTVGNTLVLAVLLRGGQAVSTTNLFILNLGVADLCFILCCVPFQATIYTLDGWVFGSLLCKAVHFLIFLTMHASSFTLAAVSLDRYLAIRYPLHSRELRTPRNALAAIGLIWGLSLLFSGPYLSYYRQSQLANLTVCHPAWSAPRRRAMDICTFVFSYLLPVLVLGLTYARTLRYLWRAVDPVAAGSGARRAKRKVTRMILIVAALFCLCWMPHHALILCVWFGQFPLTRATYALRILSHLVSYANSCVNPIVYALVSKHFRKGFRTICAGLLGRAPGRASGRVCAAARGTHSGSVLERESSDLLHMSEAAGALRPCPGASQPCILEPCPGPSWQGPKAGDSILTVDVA
E-sel TNF inh = blocks E-selectin expression induced by TNF alpha | 120,000 tested, 0.71% active | inhibition, % at 2 µM | HUVEC TNFa-induced E-selectin immunofluorescence, high content;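 active = inhibition above the batch mean plus 3 SD, and confirmed as a hit on visual image review, cut at about 43% in these data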;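 also: 0% = TNF-stimulated DMSO wells and 100% = unstimulated control wells; not every result past the cut was called active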
HCT116 PTEN-null = suppresses growth of cells with PTEN deletion; 140,000 tested, 1.2% active; viability, % at 10 µM; HCT116 PTEN-null viability, CellTiter-Glo, 60 h; hits give low values;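 active = viability at or below a set limit, 4 SD under the median of all tested compounds, cut at about 3.7% in these data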;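 also: PTEN knockout HCT116 line with beta catenin targeted HCT116 as companion control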
NPY Y2 blocker = antagonists of human neuropeptide Y receptor Y2 | P49146 | NPY-Y2 expressing cells, antagonist mode | inhibition, % at 2.7 µM | 140,000 tested, 0.99% active | AID 793; in the data active = inhibition above about 17%;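 also: 0% = vehicle with agonist challenge and 100% = reference antagonist with challenge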
Target sequence (P49146 whole entry, looked up): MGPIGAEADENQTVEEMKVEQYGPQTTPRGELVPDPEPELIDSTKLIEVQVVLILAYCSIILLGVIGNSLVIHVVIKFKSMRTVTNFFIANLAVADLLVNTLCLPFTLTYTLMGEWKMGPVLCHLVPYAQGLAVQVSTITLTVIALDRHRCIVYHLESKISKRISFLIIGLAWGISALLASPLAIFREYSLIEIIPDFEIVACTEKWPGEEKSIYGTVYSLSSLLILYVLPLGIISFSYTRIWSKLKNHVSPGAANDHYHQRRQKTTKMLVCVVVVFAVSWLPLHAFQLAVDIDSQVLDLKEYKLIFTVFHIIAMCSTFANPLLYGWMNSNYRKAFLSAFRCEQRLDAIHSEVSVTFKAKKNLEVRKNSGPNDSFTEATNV
* marks the source's active call; other numbers are inactive results; . = no result given.

structure	Phagocyt inh	bCat KO growth	NPY Y2 blocker	Yeast growth inh	Yeast lifespan up	MRP-1 activ	Measles CPE	E-sel TNF inh	HCT116 PTEN-null	GALR2 blocker
CC(C)Nc1nc(C#N)nc(NC(C)C)n1	0	68	1	-23	-7	-0.5	12	24	76	7
COc1ccccc1NC(=O)Cn1cnc2c(cnn2-c2ccccc2)c1=O	-1	83	0	-39	-19	-2.9	4	21	89	9
N#Cc1cc2c(nc1SCC(=O)N1CCOCC1)CCCCC2	-1	97	-2	-64	-5	1.1	5	.	101	-4
Cc1ccc(NC(=O)CN2C(=O)N/C(=C/c3ccc(C)o3)C2=O)cc1	.	96	0	-55	-17	0.4	4	52	97	5
COc1ccc(N2CCN(C(=O)CSc3nnc(C)c(=O)[nH]3)CC2)cc1	-1	91	2	-44	2	-2.6	5	7	88	-1
Cc1ccc(-c2csc(NC(=O)CSc3ncn(-c4ccccc4)n3)n2)cc1	.	77	12	-48	-10	-0.8	8	-21	86	-2
Cc1ccc(C2=NC(C)(C)N=C2SCC(=O)Nc2ccc(Cl)cc2)cc1	.	62	0	15	-10	-2.0	31	2	66	-5
CCn1ncc(/C=N\NC(=O)Cc2ccc([N+](=O)[O-])cc2)c1C	-1	88	4	-58	1	-0.1	46*	11	99	0
O=C(CCS(=O)(=O)c1ccccc1)Nc1cccc(-c2nc3ccccc3s2)c1	-10	68	3	-36	0	0.1	5	.	72	1
CCOC(=O)c1c(CN2CCN(C)CC2)oc2ccc(O)cc12	1	103	1	-32	-5	-0.7	2	4	102	-4
O=C(CSc1nnc(Cc2csc(Nc3cccc(Cl)c3)n2)o1)N1CCc2ccccc21	0	78	-1	-32	-5	-1.1	27	7	66	-4
O=C(N/N=C/c1cccc(F)c1)c1c(O)c2c([nH]c1=O)CCCC2	-6	90	1	-18	2	-1.3	16	-20	96	2
COc1ccccc1NC(=O)NCCN1C(=O)C2C3C=CC(C3)C2C1=O (configuration not stated)	0	89	1	21	-7	0.0	2	-4	93	4
CCOC(=O)c1[nH]c2ccccc2c1NC(=O)c1ccc(S(=O)(=O)N(C)C)cc1	.	85	3	-39	2	-2.7	9	4	83	10
Cc1c(NC(=O)c2cc3nc(-c4ccccc4)cc(C)n3n2)c(=O)n(-c2ccccc2)n1C	-2	98	0	-22	-23	-2.8	1	-20	110	13
CCCCCOc1ccc(OC(=O)c2ccncc2)cc1	.	73	1	-17	-14	-1.1	3	5	70	-3
COC(=O)CCC(=O)NNC(=O)c1cccc(Cl)c1	.	96	1	-39	-5	-0.8	7	.	103	0
O=C1C2CC=CCC2C(=O)N1c1ccc(NCCc2ccccc2)c([N+](=O)[O-])c1 (configuration not stated)	-8	96	-2	-20	4	-1.1	8	-3	89	-8
Cc1ccc(NC(=O)CN(C)C(=O)COc2ccc(C(=O)c3ccc(F)cc3)cc2)cc1	-6	86	-2	-14	-5	-1.6	12	8	79	5
CCOc1ccc(C(=O)NCCCN2CCCC2=O)cc1	.	92	2	-20	-2	-1.2	13	-7	97	-9
CCS(=O)(=O)N1CCC(C(=O)NCCN2CCOCC2)CC1	0	94	-1	3	-1	-0.8	7	-12	92	3
COc1ccccc1NC(=O)C1CC(=O)N(c2ccc(F)cc2)C1 (configuration not stated)	0	104	-3	-21	-2	1.0	2	-12	109	-4
COC(=O)c1sc2nc3c(cc2c1N)COC(C)(C)C3	1	98	4	-42	-15	-0.3	2	15	115	1
O=S(=O)(NCCc1ccncc1)c1ccc(S(=O)(=O)N2CCCCCC2)cc1	-1	100	2	15	-5	-1.7	5	7	104	4
COc1ccc(N(CC(=O)NCCC2=CCCCC2)S(C)(=O)=O)cc1OC	.	86	0	-1	-12	-0.3	32	23	90	4
CN(C)C=Nc1ccc2nn(-c3ccccc3)nc2c1	.	83	2	-36	-17	-0.9	12	6	94	-1
CC(C)(C)NCc1cc(Cl)ccc1OCc1cccs1	-3	55	13	-16	-4	-4.0	1	.	42	0
COc1cc(S(=O)(=O)N2CCCCCC2)c(OC)cc1Br	-1	57	3	-23	-7	0.4	5	.	55	-1
Cc1ccc(C2=N/C(=C\c3ccc(OS(=O)(=O)c4ccc(C)cc4)cc3)C(=O)O2)cc1	-3	88	4	-41	3	-1.3	7	.	93	3
O=C(NCc1n[nH]c(=S)n1-c1ccc(F)cc1)c1ccco1	-1	93	0	-6	-7	-0.7	10	-11	102	3

(cont.)
structure	Phagocyt inh	bCat KO growth	NPY Y2 blocker	Yeast growth inh	Yeast lifespan up	MRP-1 activ	Measles CPE	E-sel TNF inh	HCT116 PTEN-null	GALR2 blocker
O=C(CN1C(=O)CC(c2ccco2)Sc2ccccc21)Nc1ccccc1F (configuration not stated)	.	93	5	-45	12	-4.2	6	.	93	6
COc1cccc(C(=O)N(Cc2nc(-c3ccc(C)cc3)no2)C(C)C)c1	-1	92	10	-30	-1	0.2	5	1	97	-1
Cn1nc(OCc2ccccc2)ccc1=O	-3	89	1	-47	5	0.3	14	.	99	8
Cc1cccc(Nc2nnc(-c3ccc(N4CCOCC4)c([N+](=O)[O-])c3)c3ccccc23)c1	2	46	4	-6	2	3.3	6	.	43	1
Cc1ccn2cc(-c3ccc(NC(=O)c4ccco4)cc3)nc2c1	0	71	0	-15	-7	-1.9	13	.	76	13
CCOC(=O)N1CCN(S(=O)(=O)c2cc(Br)cnc2N)CC1	-1	91	0	-22	1	-2.2	15	.	95	3
CCc1ccc(-c2nc(CN3CCC(C(=O)NCc4ccccc4OC)CC3)c(C)o2)cc1	3	21	18*	-73	-10	-2.8	.	21	34	4
Cc1cc(C(=O)Nc2ccc(S(=O)(=O)Nc3nccs3)cc2)c(C)o1	-3	104	4	-66	-6	0.3	10	17	103	1
COc1ccc(C(c2sc3nc(C)nn3c2O)N2CCN(Cc3ccccc3)CC2)cc1OC (configuration not stated)	-1	96	3	-23	-8	-1.9	8	2	102	10
O=[n+]1c2c(n([O-])c3ccccc31)CCC2	0	90	2	-3	-2	-1.0	5	-1	96	1
COc1cc(OC)c(NC(=O)CCCn2c(=O)oc3ccccc32)cc1Cl	-10	102	2	-19	2	-0.4	24	.	95	-2
O=c1oc2cc(OCc3c(F)cccc3Cl)ccc2cc1-c1ccccn1	.	91	11	-50	-3	2.3	46*	.	89	2
CC1Cc2cc(/C(O)=C3\C(=O)C(=O)N(CCN(C)C)C3c3ccccc3F)ccc2O1 (configuration not stated)	0	78	0	-6	-16	-0.9	20	-7	85	-7
N#CCCNc1ccc(OCCC#N)cc1	-1	96	4	-10	0	-0.2	10	3	87	-12
Cc1ccc(-n2c(CSc3nc(C)cc(C)n3)nnc2SCC(=O)N2CCCC2)cc1	0	94	-2	-22	-4	-2.8	6	4	91	10
Cc1ccc(-n2nnnc2SCC(=O)N2CCc3ccccc3C2)cc1	.	97	7	-22	-10	-4.3	2	-5	99	-1
NS(=O)(=O)c1ccc(NC(=S)NCc2cccc(Cl)c2)cc1	-6	88	-2	-13	-4	-4.7	17	.	81	5
CCOC(=O)N1CCN(C(=O)C2CCC(=O)N2C(C)C)CC1 (configuration not stated)	-1	98	1	-41	-1	0.0	20	.	106	2
COc1cccc(C(=O)CSc2nc3ccccc3n2CC(=O)N(C(C)C)C(C)C)c1	.	89	2	-39	.	-2.7	2	6	95	0
COc1ccc(S(=O)(=O)N2CCC(C(=O)NCC(c3cccs3)N(C)C)CC2)cc1 (configuration not stated)	1	99	2	-50	-6	-1.7	52*	.	110	6
COc1cccc(COc2nc3c(c(=O)n(C)c(=O)n3C)n2C)c1	-1	102	3	-14	-23	1.3	20	-3	87	0
Cc1c(N=C2NC(=O)C(CC(=O)Nc3ccccc3)S2)c(=O)n(-c2ccccc2)n1C (configuration not stated)	2	81	-3	-26	-32	-2.0	38*	-11	92	-7
Cc1cc(C)c2nc(NC(=O)c3ccc4c(=O)n5c(nc4c3)CCCCC5)sc2c1	-10	72	2	17	-8	-1.9	3	.	74	4
Cc1cc(C)c(S(=O)(=O)N2CCCOC2CNC(=O)C(=O)NCc2ccco2)c(C)c1 (configuration not stated)	-10	101	3	-20	-1	-1.9	7	.	92	6
c1ccc(CN2CN=C(Nc3nc4ccccc4s3)NC2)cc1	0	96	-1	-63	-16	-2.0	-1	-16	86	-3
Cc1noc(C)c1CSc1nnc(C)c(=O)[nH]1	.	106	-1	-8	-5	-2.6	5	-10	97	4
CCOC(=O)c1ccc(S(=O)(=O)NC2CCCCCCC2)n1C	.	90	1	-54	-3	-1.0	10	-34	94	4
O=C(Nc1ccc(-n2cnnn2)cc1)C1CCCCC1	-1	93	3	-71	-5	-0.2	7	-17	112	0
CSC1CCCCC1(O)CSc1nc2c(cc1C#N)CCCC2 (configuration not stated)	-1	95	2	-24	0	-0.3	10	3	94	-4
CCCC(=O)NC(=S)N1CCN(c2ccc([N+](=O)[O-])cc2)CC1	2	94	2	-35	7	-2.6	6	12	96	10

The results go on.
structure	Phagocyt inh	bCat KO growth	NPY Y2 blocker	Yeast growth inh	Yeast lifespan up	MRP-1 activ	Measles CPE	E-sel TNF inh	HCT116 PTEN-null	GALR2 blocker
CCCn1c(NCc2cccc(OC)c2OC)nc2ccccc21	0	91	6	-18	4	-4.2	14	-4	83	-3
Cc1ccccc1C(=O)N/N=C/c1ccc(OCC(=O)N2CCCCC2)cc1	1	83	8	17	-6	-3.8	2	-16	93	-1
CC12COC3(C(=O)Nc4nccs4)CC1CCC32C (configuration not stated)	.	93	3	-37	-3	-2.1	7	10	89	1
CCOCCOC(=O)C(C)Sc1n[nH]c(=O)[nH]c1=O (configuration not stated)	-1	106	-2	-59	-3	0.5	4	4	102	-4
CCCC(c1nnnn1CC(=O)OCC)N(Cc1cc2c(C)cc(C)cc2[nH]c1=O)C1CCCC1 (configuration not stated)	0	93	5	-17	-4	-1.5	2	-1	86	6
CC(=O)Nc1ccccc1-c1nc2ccc(C(=O)N3CCN(c4cccc(C)c4)C(C)C3)cc2[nH]c1=O (configuration not stated)	-1	73	1	40	-3	-2.9	10	.	73	-17
CCn1c(CSc2nc3ccccc3s2)nnc1SCC(=O)c1ccc2c(c1)OCCO2	.	91	7	-28	-9	-3.0	36	-21	96	4
O=C(N/N=C\c1ccc(Sc2ccccn2)o1)c1cccc(Br)c1	-1	86	5	-13	-15	-4.3	18	6	98	5
Cc1ccc(-c2nn(CC(=O)NCCN3CCOCC3)c(=O)c3ccccc23)cc1	-1	87	1	0	-10	-0.8	30	8	95	0
COc1cccc(CN(C)C(=O)Nc2cccc(C(F)(F)F)c2)c1OC	0	85	2	-13	-3	1.7	3	-35	80	-10
O=S(=O)(C(=CNc1ccccc1)S(=O)(=O)c1ccccc1)c1ccccc1	3	99	5	-23	5	0.1	4	11	95	17
Cc1ccc2cc(C=C(C#N)C#N)c(N3CCCCC3)nc2c1	1	64	-1	-33	11	-2.4	12	.	38	-7
Cc1ccc(N2CCCn3c2cc(C)c(C#N)c3=O)cc1Cl	.	100	1	10	.	-1.7	4	-22	98	-13

An unsorted share of the library, and some 6.4% of all compounds hit somewhere here.
